Bioassay records (PubChem BioAssay)
NSD2 block = inhibitors of human NSD2 methyltransferase; inhibition, % at 12.5 µM; NSD2-SET H3K36me1 DELFIA fluorescence, biochemical; 0.07% of 44,000 active; AID 624260; in the data active means inhibition above about 54%, passing the limit was not always enough; inconclusive means no clear call, values can overlap the other calls;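 further: inhibitors reduce the monomethyl H3K36 fluorescence signal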
Target sequence (O96028 whole entry, looked up): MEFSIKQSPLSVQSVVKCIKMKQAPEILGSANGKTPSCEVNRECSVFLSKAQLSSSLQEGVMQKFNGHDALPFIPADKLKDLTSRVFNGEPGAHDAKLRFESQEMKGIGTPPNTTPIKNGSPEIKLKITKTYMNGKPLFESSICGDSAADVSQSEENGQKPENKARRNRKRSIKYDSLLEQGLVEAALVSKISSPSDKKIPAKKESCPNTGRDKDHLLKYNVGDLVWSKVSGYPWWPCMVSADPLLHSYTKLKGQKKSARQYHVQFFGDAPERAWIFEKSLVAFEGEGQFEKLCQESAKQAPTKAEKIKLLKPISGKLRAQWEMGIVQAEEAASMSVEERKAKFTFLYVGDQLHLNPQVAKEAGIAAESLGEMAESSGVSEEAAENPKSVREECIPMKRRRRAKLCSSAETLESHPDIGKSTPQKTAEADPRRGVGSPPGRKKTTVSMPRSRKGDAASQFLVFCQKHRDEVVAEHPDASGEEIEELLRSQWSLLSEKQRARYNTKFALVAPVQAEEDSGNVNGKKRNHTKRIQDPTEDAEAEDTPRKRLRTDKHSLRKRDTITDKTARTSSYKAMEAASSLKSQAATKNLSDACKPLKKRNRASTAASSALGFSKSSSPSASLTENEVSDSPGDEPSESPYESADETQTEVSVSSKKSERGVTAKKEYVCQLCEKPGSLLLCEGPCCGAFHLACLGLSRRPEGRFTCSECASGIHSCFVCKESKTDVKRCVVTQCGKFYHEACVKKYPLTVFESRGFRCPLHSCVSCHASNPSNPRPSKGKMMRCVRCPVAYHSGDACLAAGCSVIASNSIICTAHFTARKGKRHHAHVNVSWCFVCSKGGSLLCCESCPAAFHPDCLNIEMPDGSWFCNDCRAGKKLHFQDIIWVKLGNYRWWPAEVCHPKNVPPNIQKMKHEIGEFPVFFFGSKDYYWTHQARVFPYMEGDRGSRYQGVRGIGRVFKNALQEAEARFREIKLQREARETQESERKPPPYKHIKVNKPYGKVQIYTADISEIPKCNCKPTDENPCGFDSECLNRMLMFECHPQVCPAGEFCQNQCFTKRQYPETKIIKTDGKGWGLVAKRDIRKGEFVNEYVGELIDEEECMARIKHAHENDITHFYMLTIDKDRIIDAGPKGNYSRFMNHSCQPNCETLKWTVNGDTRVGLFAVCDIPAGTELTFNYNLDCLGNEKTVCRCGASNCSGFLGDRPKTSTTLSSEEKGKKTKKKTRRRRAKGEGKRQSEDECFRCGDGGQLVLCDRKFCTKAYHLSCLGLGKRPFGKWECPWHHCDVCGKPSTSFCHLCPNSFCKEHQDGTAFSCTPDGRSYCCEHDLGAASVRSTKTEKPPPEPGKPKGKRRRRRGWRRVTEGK
* marks the source's active call; other numbers are inactive results; ? = inconclusive. An excerpt. The share of hits here may be higher or lower than overall.

no.	NSD2 block	molecule
1	0	C[C@H]1CN([C@@H](C)CO)C(=O)c2cccc(NC(=O)C3CC3)c2O[C@@H]1CN(C)C(=O)Nc1ccccc1
2	-2	Cc1noc(C)c1S(=O)(=O)Nc1ccc2c(c1)C(=O)N([C@H](C)CO)C[C@H](C)[C@@H](CN(C)C(=O)CCC(F)(F)F)OCCCC[C@@H](C)O2
3	-3	O=C(NCc1nc2ccccc2[nH]1)C1=C[C@H](c2ccc(C(F)(F)F)cc2)C[C@H](OCc2ccc(CO)cc2)O1
4	-2	Cc1ccc(S(=O)(=O)N(C)C[C@@H]2OCCCC[C@@H](C)Oc3ccc(NC(=O)NC4CCCCC4)cc3C(=O)N([C@@H](C)CO)C[C@H]2C)cc1
5	1	C[C@H](CO)N1C[C@H](C)[C@@H](CN(C)C(=O)c2ccncc2)Oc2ncc(-c3ccncc3)cc2C1=O
6	0	C[C@H](CO)N1C[C@H](C)[C@H](CN(C)S(=O)(=O)c2cn(C)cn2)Oc2ccc(NC(=O)NC3CCCCC3)cc2CC1=O
7	-4	C[C@H]1CN([C@@H](C)CO)C(=O)c2cccc(NC(=O)Nc3ccc(F)cc3)c2O[C@H]1CN(C)C
8	6	COc1ccc(S(=O)(=O)Nc2ccc3c(c2)C(=O)N([C@H](C)CO)C[C@@H](C)[C@@H](CN(C)S(=O)(=O)c2ccccc2)O3)cc1
9	0	C[C@@H]1CN([C@@H](C)CO)S(=O)(=O)c2ccc(C3=CCCC3)cc2O[C@H]1CN(C)C(=O)c1cccnc1
10	-15	COC(=O)C1(Cc2ccc(O)c(CC=C(C)C)c2)OC(=O)C(OC)=C1c1ccc(O)c(O)c1 (configuration not stated)
11	3	C[C@H](CO)N1C[C@H](C)[C@@H](CN(C)CC2CC2)Oc2c(NC(=O)c3ccc(-c4nccs4)cc3)cccc2C1=O
12	3	C[C@@H]1CCCCO[C@@H](CN(C)Cc2ccc3c(c2)OCO3)[C@H](C)CN([C@H](C)CO)C(=O)c2cc(N(C)C)ccc2O1
13	0	COc1cccc(NC(=O)N(C)C[C@@H]2OCc3ccccc3-c3c(n(C)c4ccccc34)C(=O)N([C@H](C)CO)C[C@@H]2C)c1
14	2	O=C(C[C@H]1C[C@H]2c3cc(NC(=O)C4CCC4)ccc3O[C@H]2[C@@H](CO)O1)NCc1cc(F)ccc1F
15	8	Cc1noc(C)c1NC(=O)Nc1cccc2c1O[C@H](CN(C)C(=O)Nc1c(C)noc1C)[C@@H](C)CN([C@@H](C)CO)C2=O
16	-3	Cc1ccc(S(=O)(=O)Nc2ccc3c(c2)C(=O)N([C@H](C)CO)C[C@H](C)[C@@H](CN(C)C(=O)C2CCCCC2)OCCCC[C@H](C)O3)cc1
17	-8	Cc1c(/C=C2\SC(=Nc3ccccc3)N(C3CCCC3)C2=O)c2ccccc2n1CC(N)=O
18	10	Cc1noc(C)c1S(=O)(=O)Nc1ccc2c(c1)CC(=O)N([C@@H](C)CO)C[C@H](C)[C@@H](CN(C)C(=O)NC1CCCCC1)O2
19	-1	C[C@H](CO)N1C[C@H](C)[C@H](CN(C)Cc2ccc(C(=O)Nc3ccccc3N)cc2)Oc2c(NS(=O)(=O)c3cn(C)cn3)cccc2C1=O
20	0	CC(C)NC(=O)N(C)C[C@H]1Oc2ccc(NS(=O)(=O)c3ccccc3)cc2CC(=O)N([C@@H](C)CO)C[C@H]1C
21	1	C[C@H](CO)N1C[C@H](C)[C@H](CN(C)C(=O)NC2CCCCC2)Oc2ccc(NC(=O)Cn3cnnn3)cc2C1=O
22	1	CCCNC(=O)N(C)C[C@H]1Oc2ncc(-c3ccc(F)cc3)cc2C(=O)N([C@@H](C)CO)C[C@H]1C
23	13	CCCNC(=O)N(C)C[C@@H]1Oc2cc(C#CCOC)ccc2S(=O)(=O)N([C@H](C)CO)C[C@H]1C
24	7	Cc1noc(C)c1NC(=O)N(C)C[C@@H]1Oc2ccc(NC(=O)Nc3ccc(F)cc3)cc2C(=O)N([C@@H](C)CO)C[C@@H]1C
25	-96	COCC(=O)Nc1ccc2c(c1)[C@H]1C[C@@H](CC(=O)NCc3ccncc3)O[C@H](CO)[C@H]1O2
26	-2	Nc1c(O)cccc1C(=O)O
27	-1	C[C@H](CO)N1C[C@H](C)[C@@H](CN(C)S(=O)(=O)c2cn(C)cn2)Oc2ccc(NC(=O)Nc3ccc4c(c3)OCO4)cc2C1=O
28	3	O=C(C[C@H]1C[C@H]2c3cc(NC(=O)c4ccc5c(c4)OCO5)ccc3O[C@H]2[C@H](CO)O1)NCC1CC1
29	3	C[C@H]1CN([C@@H](C)CO)C(=O)Cc2cc(NS(=O)(=O)c3cn(C)cn3)ccc2O[C@@H]1CN(C)Cc1ccc(C(F)(F)F)cc1
30	5	O=C(N[C@H]1CC[C@@H](CC(=O)N2CCN(c3ccccc3)CC2)O[C@H]1CO)c1ccncc1

Grouped by structure: those above containing an aryl methoxy group.
no.	NSD2 block	molecule
8	6	COc1ccc(S(=O)(=O)Nc2ccc3c(c2)C(=O)N([C@H](C)CO)C[C@@H](C)[C@@H](CN(C)S(=O)(=O)c2ccccc2)O3)cc1
13	0	COc1cccc(NC(=O)N(C)C[C@@H]2OCc3ccccc3-c3c(n(C)c4ccccc34)C(=O)N([C@H](C)CO)C[C@@H]2C)c1

The list goes on.
no.	NSD2 block	molecule
31	42	C[C@@H]1CN([C@H](C)CO)C(=O)CCCn2nncc2CO[C@H]1CN(C)Cc1ccc2c(c1)OCCN2C
32	1	Cc1noc(C)c1S(=O)(=O)N(C)C[C@@H]1OCc2cnnn2CCCC(=O)N([C@H](C)CO)C[C@@H]1C
33	-9	C[C@@H]1CN([C@@H](C)CO)C(=O)c2cc(NC(=O)Nc3ccccc3)ccc2O[C@@H]1CN(C)S(=O)(=O)c1ccc(F)cc1
34	40	CNC[C@@H]1Oc2ccc(NC(=O)NC(C)C)cc2CC(=O)N([C@@H](C)CO)C[C@@H]1C
35	4	C[C@H]1CN([C@@H](C)CO)C(=O)c2cc(NS(=O)(=O)c3ccc(F)cc3)ccc2O[C@H]1CN(C)S(=O)(=O)c1ccccc1
36	2	C[C@H]1CN([C@@H](C)CO)S(=O)(=O)c2ccc(C#CC3CC3)cc2O[C@H]1CN(C)Cc1ccccc1
37	4	COc1cccc(S(=O)(=O)Nc2ccc3c(c2)[C@@H]2C[C@H](CC(=O)NC4CCCCC4)O[C@@H](CO)[C@@H]2O3)c1
38	2	C[C@H]1CN([C@@H](C)CO)C(=O)c2cc(C#CC3(O)CCCC3)cnc2O[C@H]1CN(C)S(C)(=O)=O
39	-3	C[C@H]1CN([C@@H](C)CO)S(=O)(=O)c2ccc(-c3ccncc3)cc2O[C@H]1CN(C)C(=O)Nc1ccc(C(F)(F)F)cc1
40	3	O=C(C1=C[C@H](C2CC2)C[C@H](OCc2ccc(CO)cc2)O1)N1CCOCC1
41	4	Cc1ccc(S(=O)(=O)N(C)C[C@@H]2OCCCC[C@@H](C)Oc3ccc(N(C)C)cc3C(=O)N([C@@H](C)CO)C[C@H]2C)cc1
42	9	O=C(O)C[C@H]1C[C@H]2c3cc(NC(=O)Nc4ccc(C(F)(F)F)cc4)ccc3O[C@H]2[C@@H](CO)O1
43	8	C[C@H]1CC(O)C23COC(=O)[C@@H]2CCC[C@@H]3[C@@]12C[C@@H](c1ccoc1)OC2=O (some centres not stated)
44	-3	C[C@H](CO)N1C[C@H](C)[C@@H](CN(C)C(=O)Nc2ccc(C(F)(F)F)cc2)Oc2ccc(N(C)C)cc2C1=O
45	0	COc1ccc(S(=O)(=O)Nc2ccc3c(c2)C(=O)N([C@H](C)CO)C[C@@H](C)[C@H](CN(C)C(=O)CCC(F)(F)F)OCCCC[C@@H](C)O3)cc1
46	0	C[C@H]1CN([C@@H](C)CO)C(=O)c2cccc(NC(=O)Nc3ccccc3)c2O[C@H]1CN(C)S(=O)(=O)c1ccccc1
47	1	COc1ccc(S(=O)(=O)Nc2ccc3c(c2)C(=O)N([C@@H](C)CO)C[C@@H](C)[C@H](CN(C)Cc2ccncc2)O3)cc1
48	7	C[C@@H]1CN([C@H](C)CO)S(=O)(=O)c2ccc(C#CC3(O)CCCC3)cc2O[C@@H]1CN(C)C(=O)Cc1ccccc1
49	12	C[C@@H]1CN([C@H](C)CO)C(=O)Cc2cc(NC(=O)Nc3ccc(F)cc3)ccc2O[C@H]1CN(C)C(=O)NC1CCCCC1
50	-1	COc1ccc(S(=O)(=O)N(C)C[C@H]2Oc3ccc(NC(=O)CCC(F)(F)F)cc3C(=O)N([C@H](C)CO)C[C@H]2C)cc1
51	-10	COc1ccc(S(=O)(=O)Nc2ccc3c(c2)C(=O)N([C@H](C)CO)C[C@H](C)[C@@H](CN(C)Cc2ccc(Cl)c(Cl)c2)OCCCC[C@@H](C)O3)cc1
52	-4	CC(C)NC(=O)Nc1ccc2c(c1)CC(=O)N([C@@H](C)CO)C[C@H](C)[C@@H](CN(C)S(=O)(=O)c1ccccc1)O2
53	3	COc1ccc(NC(=O)N(C)C[C@@H]2Oc3c(NS(=O)(=O)c4ccc(F)cc4)cccc3C(=O)N([C@H](C)CO)C[C@H]2C)cc1
54	1	CCCN(C)C[C@H]1Oc2cc(-c3ccc(C)cc3)ccc2S(=O)(=O)N([C@@H](C)CO)C[C@H]1C
55	8	COCC(=O)N(C)C[C@@H]1Oc2cc(Br)ccc2S(=O)(=O)N([C@H](C)CO)C[C@@H]1C
56	-1	C[C@@H]1CCCCO[C@H](CN(C)S(=O)(=O)c2ccccc2)[C@@H](C)CN([C@H](C)CO)C(=O)c2cc(NC(=O)c3ccccc3)ccc2O1
57	-3	C[C@H](CO)N1C[C@H](C)[C@H](CN(C)Cc2ccc(C(=O)O)cc2)Oc2c(NC(=O)Nc3cccc4ccccc34)cccc2C1=O
58	5	C[C@@H]1CN([C@H](C)CO)C(=O)c2cc(Br)cnc2O[C@H]1CN(C)CC1CCOCC1
59	5	Cc1noc(C)c1S(=O)(=O)Nc1ccc2c(c1)CC(=O)N([C@@H](C)CO)C[C@@H](C)[C@H](CN(C)Cc1ccncc1)O2
60	-5	C[C@H]1CN([C@@H](C)CO)C(=O)c2cc(C#Cc3cccc(F)c3)cnc2O[C@H]1CN(C)C(=O)c1ccccc1F

Retrieved by compound from above (5):
no.	NSD2 block	molecule
46	0	C[C@H]1CN([C@@H](C)CO)C(=O)c2cccc(NC(=O)Nc3ccccc3)c2O[C@H]1CN(C)S(=O)(=O)c1ccccc1
49	12	C[C@@H]1CN([C@H](C)CO)C(=O)Cc2cc(NC(=O)Nc3ccc(F)cc3)ccc2O[C@H]1CN(C)C(=O)NC1CCCCC1
52	-4	CC(C)NC(=O)Nc1ccc2c(c1)CC(=O)N([C@@H](C)CO)C[C@H](C)[C@@H](CN(C)S(=O)(=O)c1ccccc1)O2
15	8	Cc1noc(C)c1NC(=O)Nc1cccc2c1O[C@H](CN(C)C(=O)Nc1c(C)noc1C)[C@@H](C)CN([C@@H](C)CO)C2=O
57	-3	C[C@H](CO)N1C[C@H](C)[C@H](CN(C)Cc2ccc(C(=O)O)cc2)Oc2c(NC(=O)Nc3cccc4ccccc34)cccc2C1=O

Next entries.
no.	NSD2 block	molecule
61	1	COc1ccc(S(=O)(=O)Nc2ccc3c(c2)CC(=O)N([C@H](C)CO)C[C@H](C)[C@@H](CN(C)C(=O)NC2CCCCC2)O3)cc1
62	-7	COc1ccc(S(=O)(=O)N(C)C[C@H]2Oc3c(NC(=O)Nc4ccccc4)cccc3C(=O)N([C@H](C)CO)C[C@@H]2C)cc1
63	-3	C[C@H]1CN([C@@H](C)CO)C(=O)c2cc(C3=CCCC3)cnc2O[C@H]1CN(C)Cc1cccc(F)c1
64	-11	CC(C)NC(=O)Nc1ccc2c(c1)CC(=O)N([C@H](C)CO)C[C@H](C)[C@@H](CN(C)CC1CCCCC1)O2
65	-1	C[C@@H]1CN([C@H](C)CO)C(=O)c2cccc(NS(=O)(=O)c3cn(C)cn3)c2O[C@H]1CN(C)Cc1ccc(Cl)c(Cl)c1
66	-7	C[C@@H]1CN([C@@H](C)CO)C(=O)Cc2cc(NC(=O)CCC(F)(F)F)ccc2O[C@@H]1CN(C)C(=O)Nc1ccccc1
67	-1	C[C@@H]1CN([C@@H](C)CO)C(=O)c2cc(-c3ccccc3)cnc2O[C@H]1CN(C)C(=O)c1cccnc1
68	2	C[C@@H]1CCCCO[C@@H](CN(C)S(=O)(=O)c2cccs2)[C@H](C)CN([C@H](C)CO)C(=O)c2cc(NS(C)(=O)=O)ccc2O1
69	-3	C[C@H]1CN([C@@H](C)CO)C(=O)c2cc(/C=C/c3ccccc3)cnc2O[C@H]1CN(C)C(=O)CN1CCOCC1
70	?	C[C@@H]1CN([C@@H](C)CO)C(=O)Cc2cc(NC(=O)Nc3ccc4c(c3)OCO4)ccc2O[C@H]1CN(C)CC1CC1
71	1	C[C@@H]1CN([C@@H](C)CO)S(=O)(=O)c2ccc(C#CCN(C)C)cc2O[C@H]1CN(C)S(=O)(=O)c1cccc(F)c1
72	0	C[C@@H]1CN([C@H](C)CO)S(=O)(=O)c2ccc(-c3cccnc3)cc2O[C@@H]1CN(C)C
73	-2	C[C@@H]1CCCCO[C@@H](CN(C)C(=O)Nc2ccccc2)[C@@H](C)CN([C@@H](C)CO)C(=O)c2cc(N(C)C)ccc2O1
74	2	COc1ccc(S(=O)(=O)Nc2ccc3c(c2)C(=O)N([C@H](C)CO)C[C@H](C)[C@@H](CN(C)CC2CC2)O3)cc1
75	-2	C[C@H]1CN([C@@H](C)CO)C(=O)c2cccc(NS(=O)(=O)c3ccccc3)c2O[C@@H]1CN(C)S(=O)(=O)c1cccs1
76	-3	COc1ccc(NC(=O)Nc2cccc3c2O[C@H](CN(C)S(=O)(=O)c2ccc(OC)cc2)[C@H](C)CN([C@H](C)CO)C3=O)cc1
77	3	C[C@@H]1CN([C@@H](C)CO)C(=O)Cc2cc(NC(=O)C3CCCCC3)ccc2O[C@H]1CN(C)S(=O)(=O)c1cn(C)cn1
78	1	Cc1noc(C)c1S(=O)(=O)N(C)C[C@H]1Oc2ccc(NC(=O)C3CCCCC3)cc2CC(=O)N([C@@H](C)CO)C[C@H]1C
79	2	O=C(C[C@H]1C=C[C@@H](NS(=O)(=O)c2cccc(F)c2)[C@H](CO)O1)N1CCCCC1
80	-2	C[C@H](CO)N1C[C@H](C)[C@@H](CN(C)C(=O)Cc2ccccn2)Oc2cc(C#C[C@@H](C)O)ccc2S1(=O)=O
